Source: PubChem BioAssay
FBW7 activator = FBW7 E3 ligase activators, primary screen, biochemical, AlphaScreen, human; F-box/WD repeat-containing protein 7 (Homo sapiens), Q969H0; AlphaScreen FBW7–phospho-cyclin E peptide binding, activator screen; normalized activity (activation), % at 26.1 µM; actives 0.13% (n = 650,000); in the data active = normalized activity above about 1.9%;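 also: purified mutant Fbw7 with reduced substrate affinity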
MITF primary = MITF inhibitors, primary screen, biochemical, AlphaScreen, human; Microphthalmia-associated transcription factor (Homo sapiens), O75030; AlphaScreen MITF homodimerization, bead proximity signal; inhibition, % at 2.6 µM; actives 0.91% (n = 650,000); in the data active = inhibition above about 50%;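 also: 0% = vehicle wells with protein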
Target sequence (O75030 whole entry, looked up): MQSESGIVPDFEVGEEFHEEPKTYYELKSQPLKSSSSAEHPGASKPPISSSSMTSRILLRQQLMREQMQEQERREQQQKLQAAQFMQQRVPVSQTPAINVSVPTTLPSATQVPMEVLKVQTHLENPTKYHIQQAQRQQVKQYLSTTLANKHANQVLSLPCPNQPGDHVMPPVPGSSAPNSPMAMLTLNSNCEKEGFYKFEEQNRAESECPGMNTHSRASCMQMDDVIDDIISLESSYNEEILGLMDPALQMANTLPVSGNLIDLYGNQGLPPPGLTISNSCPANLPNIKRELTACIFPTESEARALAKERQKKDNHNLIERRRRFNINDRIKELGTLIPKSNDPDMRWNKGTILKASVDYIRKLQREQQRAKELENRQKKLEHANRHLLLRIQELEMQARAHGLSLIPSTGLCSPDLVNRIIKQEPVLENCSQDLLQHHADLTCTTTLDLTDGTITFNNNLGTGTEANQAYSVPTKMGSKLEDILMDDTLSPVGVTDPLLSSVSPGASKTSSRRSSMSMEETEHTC
TEAD-YAP inh = TEAD-YAP interaction inhibition, primary screen, TEAD-YAP interaction inhibitor project, luminescence, HEK-TIYL cells; TEAD-Gal4/YAP UAS-luciferase luminescence; inhibition, % at 9.12 µM; actives 1.4% (n = 640,000); AID 1259422, 2018; in the data active = inhibition above about 32%;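 also: 0% = median of test compound wells and 100% = reference inhibitor wells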
GPR151 activ = activators of human GPR151, primary screen, cell-based, PathHunter beta-arrestin, luminescence; AID 1508602, 2020; activation, % at 11.2 µM; PathHunter beta-arrestin GPR151 cells; actives 1% (n = 650,000); in the data active = activation above about 4.9%;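 also: 0% = median of compound wells and 100% = cells with positive control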
Target sequence (Q8TDV0 whole entry, looked up): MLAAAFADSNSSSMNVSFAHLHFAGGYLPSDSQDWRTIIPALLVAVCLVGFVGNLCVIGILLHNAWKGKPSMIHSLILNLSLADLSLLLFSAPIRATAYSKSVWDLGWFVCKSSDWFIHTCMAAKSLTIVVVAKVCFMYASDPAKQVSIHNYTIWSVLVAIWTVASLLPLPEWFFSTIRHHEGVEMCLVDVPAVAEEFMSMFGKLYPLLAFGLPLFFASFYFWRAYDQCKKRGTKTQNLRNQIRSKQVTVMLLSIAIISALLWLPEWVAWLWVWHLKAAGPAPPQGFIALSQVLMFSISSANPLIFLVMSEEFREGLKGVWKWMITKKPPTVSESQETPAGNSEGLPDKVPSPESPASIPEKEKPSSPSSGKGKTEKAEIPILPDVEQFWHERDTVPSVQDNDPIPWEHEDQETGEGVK
Starred values were filed as active, the others as inactive; / = not tested or not shown; & = joins results of further samples.

canonical_smiles,FBW7 activator,MITF primary,TEAD-YAP inh,GPR151 activ
CCOC(=O)c1cnc(SCC(=O)Nc2c(C)cccc2CC)nc1N,0.1,-2,0,-1.2
CCC(C)NCCOCCOc1ccc(C)cc1Br (centres undefined),0.2,26,8,0.1
COC(=O)c1sc2nc(C)nc(SC3CCOC3=O)c2c1C (centres undefined),0.1,18,6,-0.4
CN1C(=O)N(C)C2(CCN(C(=O)c3ccc4c(c3)OCO4)CC2)C1=O,0.2,11,3,-0.2
Fc1ccc(-c2csc(NC3CCCC3)n2)cc1,-0.1,-3,-55,-2.1
C=CCN(CC=C)Cc1c(C)[nH]c2ccc(OCC)cc2c1=O,0.0,-3,2,0.0
Brc1cc(Br)c2nc(-c3ccccc3)cn2c1,0.0,3,-64,-1.1
CCOc1ccc2[nH]c3cc(N)ccc3c(=O)c2c1,-0.1,5,-56,0.7

Just GPR151 activ (6 entries from above):
Compound	GPR151 activ
CCOC(=O)c1cnc(SCC(=O)Nc2c(C)cccc2CC)nc1N	-1.2
CCC(C)NCCOCCOc1ccc(C)cc1Br (centres undefined)	0.1
COC(=O)c1sc2nc(C)nc(SC3CCOC3=O)c2c1C (centres undefined)	-0.4
CN1C(=O)N(C)C2(CCN(C(=O)c3ccc4c(c3)OCO4)CC2)C1=O	-0.2
Fc1ccc(-c2csc(NC3CCCC3)n2)cc1	-2.1
C=CCN(CC=C)Cc1c(C)[nH]c2ccc(OCC)cc2c1=O	0.0

The listing continues:
canonical_smiles,FBW7 activator,MITF primary,TEAD-YAP inh,GPR151 activ
COCCn1c(-c2ccc(F)cc2)cnc1NCc1cccc([N+](=O)[O-])c1,0.0,44,-1,-0.2
COC(=O)c1sccc1NC(=O)/C=C/c1cccs1,0.6,-2,-55,-7.7
O=C(NC1(c2ccccc2)CC1)c1ccccc1,0.1,11,2,-1.5
COc1ccc(NCc2ccc3c(c2)CCN3C)cc1,-0.5,8,11,0.0
Cc1ccc2c(c1)C(=O)c1cc3ccccc3nc1-2,-0.1,14,-59,-2.1
CC(=O)Nc1ccc2[nH]c3ccccc3c2c1,-0.1,13,-15,0.1
Cc1ccc2nc(Cl)c3cc(C(=O)NCCN(C)C)sc3c2c1,0.5,4,-12,-0.2
O=C(c1ccc(F)cc1)c1coc2ccc(O)c(CN3CCOCC3)c12,0.0,6,8,0.6

2 entries drawn at random from those above:
canonical_smiles,FBW7 activator,MITF primary,TEAD-YAP inh,GPR151 activ
O=C(c1ccc(F)cc1)c1coc2ccc(O)c(CN3CCOCC3)c12,0.0,6,8,0.6
COCCn1c(-c2ccc(F)cc2)cnc1NCc1cccc([N+](=O)[O-])c1,0.0,44,-1,-0.2

Going on with the list:
canonical_smiles,FBW7 activator,MITF primary,TEAD-YAP inh,GPR151 activ
Cn1c(=O)c2c(nc(NCCc3ccccc3)n2Cc2ccc(Cl)cc2Cl)n(C)c1=O,-0.4,-6,-2,-0.4
COc1ccccc1CNC(=O)c1c[nH]n2c(=O)c3c(nc12)CCC3,0.1,1,-3,0.4
O=C(O)c1nccnc1C(=O)Nc1cc([N+](=O)[O-])ccc1O,-0.1,7,13,-1.0
CCCCC1=NN2C(=N)/C(=C/c3ccc(OCCOc4cc(C)cc(C)c4)c(OCC)c3)C(=O)N=C2S1,0.0,2,17,-0.1
CC(=O)c1c(C)[nH]c(C(=O)COC(=O)c2ccc(-n3nc(C)cc3C)cc2)c1C,-0.1,0,10,7.7*
CCn1c(=O)n(CC(=O)N2CCCCC2C)c2cccnc21 (centres undefined),-0.1,4,-4,0.8
Cc1ccc(/C=N/NC(=O)CNc2ccc3ccccc3c2)cc1,-0.1,3,-8,0.9
CC1Cc2ccccc2C(CCc2ccccc2)N1 (centres undefined),0.0,-8,-27,1.4
COc1ccc(-c2nnc(NC(=O)CC(C)C)s2)cc1,0.4,5,-2,-1.4
CC(C)SC(=N)N,0.1,-2&23,/,1.1&-1.6
COc1ccc(-c2nnc(SCC(=O)N(C)C)n2C)cc1,0.0,9,3,0.9
CC(=O)C1=C(O)C(=O)N(CO)C1c1cccnc1 (centres undefined),1.1,-6,3,0.5
COCc1cc(CN2CCN(Cc3ccc(C)o3)C(CCO)C2)ccc1OC (centres undefined),-0.2,-4,-5,-0.8
O=C(NCCCn1ccnc1)C1CC12CCN(C(=O)Cc1ccc3ccccc3c1)CC2 (centres undefined),0.2,-3,6,0.2
O=C1CCCc2c1cc(C(=O)NCCCO)c(=O)n2-c1ccccc1,-0.2,-7,-8,1.7
COC(=O)c1nc2c(C)cccn2c1F,0.5,8,8,-0.7
COCCSc1nnc(-c2ccc([N+](=O)[O-])cc2)n1C,0.0,21,2,0.2
Cc1nc(SC(C)C(=O)O)[nH]c(=O)c1Cc1ccccc1 (centres undefined),-0.1,-2,-4,-1.2
CC(=O)C1=C(O)C(=O)N(c2ccc(S(N)(=O)=O)cc2)C1c1ccc(F)cc1 (centres undefined),0.0,0,5,3.5
O=C(Nc1ccc2[nH]ncc2c1)C1CCN(C(=O)c2nc3ccc(F)cc3[nH]2)CC1,0.3,8,3,-1.3
CCOc1ccccc1N1CCN(Cn2nc3c(Cl)cc(Cl)cn3c2=S)CC1,0.2,10,17,0.0
CCOCCCNC(=S)NCCCNc1nc2cc3c(cc2cc1C#N)OCO3,-0.2,30,-1,0.8
Cc1cccn2c(=O)c3cc(C(=O)N4CCCCC4C)sc3nc12 (centres undefined),0.0,1,4,1.6
COc1ccccc1C(=O)NCC(=O)OCC(=O)NC1CCS(=O)(=O)C1 (centres undefined),0.0,-5,-11,0.0
c1nc(N2CCCCCCC2)c2c3c(sc2n1)CCC3,0.2,9,-2,0.4
COc1cc(Nc2cc(-c3ccc(N4CCOCC4)nc3)nc(N)n2)cc(OC)c1OC,0.5,13,23,0.7
O=C(CSc1nnnn1-c1ccc(Cl)cc1)NCc1cccs1,0.1,-3,4,-1.7
CC(=O)N1CCN(Cc2ccc3c(c2)CN(Cc2cnn(-c4ccccc4)c2)CCO3)CC1,0.0,10,19,-0.4
Cn1ccnc1SCCNC(=O)CCc1nnc(C2(c3ccc(Cl)cc3)CCC2)o1,0.1,18,5,-1.9
Cc1[nH]n(-c2ccc(Cl)cc2)c(=O)c1/C=N/NC(=O)c1cccc([N+](=O)[O-])c1,-0.1,-4,0,-0.4
CC1Oc2ccccc2OC1C(=O)Nc1ccc([N+](=O)[O-])cc1 (centres undefined),-0.3,-1,2,-0.5
C=CCN(CC=C)S(=O)(=O)c1ccc(F)cc1,-0.2,-6,-1,0.6
CCOC(=O)c1ccc(N2C(=O)C3ON(c4ccccc4C)C(c4ccccc4)C3C2=O)cc1 (centres undefined),0.1,-8,1,-0.1
Cc1nc(C)n(-c2ccc(Nc3nccc(-c4cc(F)cc(-c5cnn(C)c5)c4)n3)cc2)n1,0.2,9,-1,-0.9
O=C(Nc1cccc(Cl)c1)N[C@H]1C[C@H]2C(=O)N[C@H](Cc3ccccc3)C(=O)N2C1,-0.1,6,-10,1.5
CC1C2=C(CC(C)(C)CC2=O)NC2=C1C(=O)CC(C)(C)C2,0.2,-9,9,0.5
Cc1cccc(C(=O)Nc2sc3c(c2C#N)CC(C)(C)NC3(C)C)c1,0.0,-10,7,0.1
Cn1c(SCC(=O)c2ccc3c(c2)Cc2ccccc2-3)nnc1-c1ccc(Cl)cc1Cl,-0.3,-3,-1,-1.0
CCOCCOC(=O)c1cc([N+](=O)[O-])cc2c1-c1c(cc([N+](=O)[O-])cc1[N+](=O)[O-])C2=O,-0.9,24,-9,-0.8
COc1cc(=O)n2c(c1C(=O)N(C)Cc1ccsc1)CCN(Cc1cccnc1)CC2,0.1,7,-1,0.0
Cc1occc1C(=O)NNC(=O)c1ccccc1C(=O)O,0.4,6,4,-7.5
COc1ccc(C(=O)c2c(C)[n+](-c3ccccc3)c3scc(C)n23)cc1,0.1,1,12,0.8
Cc1ccc2cc3c(N)c(C(=O)N4CC(=O)Nc5ccccc54)sc3nc2c1C,-0.2,-5,7,0.1
Cc1nc2sc(C(=O)N3CCN(c4ccccn4)CC3)c(C)c2c(=O)[nH]1,0.2,17,9,-1.4
COc1cc(C=Nc2ccc(Cl)c([N+](=O)[O-])c2)ccc1OC(C)=O,0.0,-4,8,2.0
CCN(Cc1nc(-c2cccc(C)c2)no1)C(=O)Nc1ccc(C)cc1,0.5,4,17,-3.7
CC1CCN(c2c(Cl)c(Cl)nc(Cl)c2Cl)CC1,0.2,13,8,0.6
O=C(Nc1cc(Cl)ccc1Oc1ccc2ccccc2c1Br)c1cc(Cl)cc(Cl)c1O,0.1,3,5,0.4
CC1CCCCN1CCNC(=O)c1cc2c(s1)-c1ccccc1OC2 (centres undefined),0.5,7,-3,-0.7
COc1ccc2cc(C3(C)NC(=O)NC3=O)ccc2c1 (centres undefined),-0.1,5,-2,0.1
COc1cc(=O)n2c(c1C(=O)N(C)Cc1nonc1C)CCN(CC1CC=CCC1)CC2 (centres undefined),0.2,-1,1,1.6
O=C(Nc1ccccc1C(=O)O)c1ccn[nH]1,-0.1,8,0,1.8
S=C(c1ccccc1)N1CCN(C(=S)c2ccccc2)CC1,0.0,-3,-1,0.1
CN(CCNC(=O)CN1C(=O)C(c2ccccc2)Oc2cccnc21)C1CCCCC1 (centres undefined),0.3,8,6,0.9
COC(=O)c1ccc(C2C3=C(CC(c4ccc(OC)cc4)CC3=O)Nc3ccccc3N2C(=O)c2ccccc2)cc1 (centres undefined),-0.1,-1,4,0.9
CCN(CC)CCOC(=O)c1ccc(NC(=O)/C=C/c2cccs2)cc1,0.2,9,-10,0.5

Rewritten with two lines to a compound: 7 of the compounds above.
The line under a structure holds: FBW7 activator, MITF primary, TEAD-YAP inh, GPR151 activ
CC1CCCCN1CCNC(=O)c1cc2c(s1)-c1ccccc1OC2 (centres undefined)
 : 0.5, 7, -3, -0.7
COc1ccc2cc(C3(C)NC(=O)NC3=O)ccc2c1 (centres undefined)
 : -0.1, 5, -2, 0.1
COc1cc(=O)n2c(c1C(=O)N(C)Cc1nonc1C)CCN(CC1CC=CCC1)CC2 (centres undefined)
 : 0.2, -1, 1, 1.6
O=C(Nc1ccccc1C(=O)O)c1ccn[nH]1
 : -0.1, 8, 0, 1.8
S=C(c1ccccc1)N1CCN(C(=S)c2ccccc2)CC1
 : 0.0, -3, -1, 0.1
CN(CCNC(=O)CN1C(=O)C(c2ccccc2)Oc2cccnc21)C1CCCCC1 (centres undefined)
 : 0.3, 8, 6, 0.9
COC(=O)c1ccc(C2C3=C(CC(c4ccc(OC)cc4)CC3=O)Nc3ccccc3N2C(=O)c2ccccc2)cc1 (centres undefined)
 : -0.1, -1, 4, 0.9

Next records.
canonical_smiles,FBW7 activator,MITF primary,TEAD-YAP inh,GPR151 activ
COc1ccc(NC(=O)Cn2nc(C(=O)N3CCN(C)CC3)cc2C)cc1OC,0.1,3,-2,-1.0
COc1ccccc1CCN1C(=O)CCC1CCNCCOc1ccccc1 (centres undefined),0.2,-3,-16,7.1*
CC(C)CCNC(=O)NC(=O)COC(=O)CNC(=O)C1CCCCC1,0.6,-3,5,-0.3
COc1ccc(CCNc2nc(-c3ccc(C(=O)N4CCN(C)CC4)cc3)nc3c2ncn3Cc2ccc(C(F)(F)F)cc2)cc1,0.0,16,-2,-0.2
Fc1ccccc1-c1nc(N2CCN(c3ccccc3F)CC2)c2ccccc2n1,0.0,2,-1,-0.9
CCOC(=O)Cc1c(C(=O)O)[nH]c2ccccc12,0.1,11,0,-1.1
O=C(OCCCN=C1NS(=O)(=O)c2ccccc21)c1ccc(Br)cc1,0.0,9,3,-0.1
Cc1ccc(N(CC(O)C(O)C(O)CO)N=O)cc1C (centres undefined),-0.1,-2,5,-0.2
COc1ccc(CCNc2nc(Nc3ccc4ncccc4c3)nc3c2ncn3CCN2CCCC2=O)cc1,-0.1,1,17,-1.3
Cc1c(Cl)cccc1NC(=O)C(=O)NC(C)c1ccccc1 (centres undefined),0.0,1,3,0.9
Cc1[nH][nH]c(=O)c1C(c1ccccc1[N+](=O)[O-])C(C#N)C#N (centres undefined),-0.5,-3,-5,-0.1
COc1ccc2c(c1)-c1c(sn(-c3ccc(Cl)cc3C)c1=S)C(C)(C)N2,0.0,-1,-5,0.3
OCCN(CCO)c1ncnc2c1cnn2-c1ccc(Cl)cc1,0.0,-6,-34,-0.3
CC(=O)Nc1c2c(nn1C(C)(C)C)CSC2,0.1,13,10,1.6
COc1cccc(/C=C2\SC(=S)N(CCC(=O)Nc3ccc(O)cc3)C2=O)c1,-0.2,2,12,-0.4
COc1cccc(C(=O)N(CCCN2C(=O)c3cccc4cccc(c34)C2=O)c2ccc(Oc3ccccc3)cc2)c1,-0.2,-2,2,-0.3
CCOC(=O)C1=C(c2ccccc2)N=c2s/c(=C\c3cccc(OC)c3OCC)c(=O)n2C1c1cccc(OC)c1 (centres undefined),-0.3,-1,-42,-1.7
COc1ccc(C(C)C)cc1-c1cnc2ccc(NCc3ccccn3)nn12,0.6,25,-3,-0.8
Cc1ccccc1Nc1nc(N)nc(CSCc2c(C)noc2C)n1,0.0,-15,4,0.3
